L3MBTL1 inh – blocks human L3MBTL1. Potency, µM (titrated, usually from 57.1 µM), without a hit: at the highest dose activity, negative = inhibition, actives largely listed as inhibitors. AlphaScreen L3MBTL1–H3K9me1 peptide binding. 230,000 tested, 0.66% active. Q9Y468; active means well fitted inhibition curve with a large enough effect; inconclusive means small, poorly fitted or top-dose-only effect; inactive means no such curve, though single readings can be large or run the other way; further: nearly all actives have a fitted effect of over 60% in size
Target sequence (Q9Y468 whole entry, looked up): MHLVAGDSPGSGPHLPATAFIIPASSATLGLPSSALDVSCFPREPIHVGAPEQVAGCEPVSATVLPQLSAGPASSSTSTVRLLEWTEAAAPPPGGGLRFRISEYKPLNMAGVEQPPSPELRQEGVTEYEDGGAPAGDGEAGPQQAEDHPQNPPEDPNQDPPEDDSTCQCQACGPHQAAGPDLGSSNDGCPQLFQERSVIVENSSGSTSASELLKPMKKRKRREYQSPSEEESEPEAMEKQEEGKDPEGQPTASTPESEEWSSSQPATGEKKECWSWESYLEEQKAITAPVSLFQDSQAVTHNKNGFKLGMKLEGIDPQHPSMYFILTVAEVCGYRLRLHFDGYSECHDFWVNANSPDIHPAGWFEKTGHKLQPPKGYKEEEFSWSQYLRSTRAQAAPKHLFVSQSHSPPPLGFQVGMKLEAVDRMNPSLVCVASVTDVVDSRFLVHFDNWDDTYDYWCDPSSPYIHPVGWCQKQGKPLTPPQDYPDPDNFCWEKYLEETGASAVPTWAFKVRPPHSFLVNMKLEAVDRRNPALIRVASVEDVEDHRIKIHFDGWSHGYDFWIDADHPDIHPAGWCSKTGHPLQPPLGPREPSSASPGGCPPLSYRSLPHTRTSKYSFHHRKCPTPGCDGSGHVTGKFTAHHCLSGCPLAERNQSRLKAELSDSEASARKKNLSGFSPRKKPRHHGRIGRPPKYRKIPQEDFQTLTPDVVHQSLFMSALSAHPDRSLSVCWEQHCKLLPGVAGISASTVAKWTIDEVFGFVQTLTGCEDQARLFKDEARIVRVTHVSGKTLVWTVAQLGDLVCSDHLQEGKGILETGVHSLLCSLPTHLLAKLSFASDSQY
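AlphaScreen proximity signal between nickel-chelate acceptor and streptavidin donor beads (final 10 ug/mL) reports binding of 50 nM L3MBTL1 to 75 nM biotin-H3 K9me1 peptide; complex incubated with compounds 30 min at room temperature; cefsulodin titration as control.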
* = called active by the depositor; ? = inconclusive; & = joins results of further samples; [ ] = another dose, or the depositor's remark. On the % scale 0 is the no-effect control and ±100 the full control effect; potency means the concentration at half of the fitted maximal effect.

L3MBTL1 inh	structure
7.8%	CC1CN(C(=O)CCNC(=O)c2ccc(Br)cc2)CC(C)O1 (centres undefined)
-5.6%	CC1CN(S(=O)(=O)c2cccc(C(=O)N(C)C3CCN(C)CC3)c2)CC(C)O1 (centres undefined)
7.5%	O=C(Cc1ccc(NS(=O)(=O)c2ccc(Cl)c(Cl)c2)cc1)NCCN1CCOCC1
5.6%	CCOc1ccccc1NC(=O)C1CCCN(S(C)(=O)=O)C1 (centres undefined)
-10.0%	CN(c1ccccc1)S(=O)(=O)c1cccc(C(=O)NCC(=O)Nc2ccc(F)c(F)c2F)c1
-10.6%	COc1ccc(OC[C@@H](O)CNC(=O)c2cccc3c2C(=O)c2ccc(Cl)cc2S3(=O)=O)cc1
-1.6%	COc1cc2cnc(-c3ccccc3)c(-c3ccc(C(F)(F)F)cc3)c2cc1OC
0.0%	COc1ccc(C(=O)NNC(=O)Cc2nc3ccccc3n2C)cc1
-20.4%	CCOc1ccc(S(=O)(=O)Nc2ccc(C(=O)NCC(c3ccco3)N3CCCCC3)cc2)cc1 (centres undefined)
-6.5%	CCCCn1c(-c2ccccc2C)nc2cc3[nH]c(=O)c(C(C)C)nc3cc21
-2.3%	Cc1ccc(NC(=O)COc2ccc(N(C)C(=O)C(C)(C)C)cc2)cc1S(=O)(=O)N1CCCCC1
4.3%	CN(CC(=O)Nc1cc(Cl)ccc1C#N)C1CCS(=O)(=O)C1 (centres undefined)
-0.5%[2.29 µM]	O=C(c1ccco1)N1CCN(S(=O)(=O)c2ccc(Cl)cc2)CC1
-14.4%	CCOc1ccc(S(=O)(=O)N2CCOCC2)cc1NC(=O)c1ccc(N2CCCC2=O)cc1
-4.1%	O=C(Nc1ccccc1C(=O)O)c1cccc(S(=O)(=O)Nc2ccc(Br)cc2)c1
0.7%	CC(C)(C)[C@H]1COC(=O)CC/C=C\C[C@H](CC(=O)N(CCO)Cc2ccccc2)C(=O)N1
5.4%	N#Cc1cccc(C(=O)Nc2ccc(S(=O)(=O)Nc3nccs3)cc2)c1
-0.9%	COCCN1C(=S)N[C@@H](c2cccc(F)c2)C(C(=O)OC)=C1C
3.5%	NC(=O)c1ccc(NC(=O)CN2CCN(c3ccccc3)CC2)cc1
-4.3%	CN(CC(=O)Nc1ccccc1C(F)(F)F)C(=O)CN1C(=O)C2CCCCC2C1=O (centres undefined)
-8.4%	Cc1ccc(NC(=O)CN(C)C(=O)COC(=O)c2ccc(NC(=O)CC#N)cc2)cc1
-2.7%	COc1ccc(NC(=O)c2ccc[n+]([O-])c2)cc1
7.8%	O=C(CCCCC(=O)NCCCc1ccccc1)NCCCc1ccccc1
1.0%	CCOC(=O)C1=C(COC(=O)COc2ccc(C(=O)CC)cc2)NC(=O)NC1C (centres undefined)
3.1%	CC(NC(=O)c1cc(S(=O)(=O)N2CCOCC2)cn1C)c1ccccc1 (centres undefined)
-10.4%	O=C1OC(c2ccccc2)Cc2cc(C(=O)N3CCN(c4ccc(F)cc4)CC3)ccc21 (centres undefined)
-5.5%	CCCNC(=O)c1ccc(N2CCC3(CC2)CC(c2ccccc2)=NO3)c(NC(=O)Cc2ccc(F)cc2)c1
-2.5%&-25.0%	CC(=O)NC(c1cc(Cl)c2cccnc2c1O)C1CC1 (centres undefined)
-0.6%	Cc1cccc(C)c1NC(=O)CNC(=O)c1c(C)nn(-c2ccccc2)c1C
-0.3%	CCOC(=O)C1CCN(S(=O)(=O)NC[C@H]2O[C@@H](n3cnc4c(N)ncnc43)[C@H](O)[C@@H]2O)C1 (some centres undefined)
3.2%	CC1CCCCC12NC(=O)N(CC(=O)OCc1ccc(Br)cc1)C2=O (centres undefined)
-5.2%	CN1CCc2c(sc(NC(=O)C3CCCCC3)c2C(N)=O)C1
5.8%	CCN(C(=O)CSc1ccccn1)C1CCCCC1
-0.2%	Cc1nc2c(cc1NC(=O)C(C)(C)C)nc(C)n2Cc1ccccc1
3.8%	O=C(COC(=O)Cc1c(F)cccc1Cl)NC1CCS(=O)(=O)C1 (centres undefined)
11.3%	CC(CCc1ccccc1)NC(=O)COC(=O)c1cccnc1Cl (centres undefined)
0.7%[2.29 µM]	Cc1nc(NCCc2ccc(Cl)cc2)c2nnn(Cc3ccccc3)c2n1
-10.3%	CCn1c(=S)[nH]c2cc(S(=O)(=O)N3CCOCC3)ccc21
1.3%	CCc1cccc(C)c1NC(=O)CN1C(=O)NC(C)(CCC(C)C)C1=O (centres undefined)
-29.0%	Cn1cc(S(=O)(=O)N2CCCC2)cc1C(=O)O
-7.5%	COCCn1c(C)cc(C(=O)COC(=O)CCS(=O)(=O)c2ccc(C)cc2)c1C
2.8%	CC(c1ccccc1)n1c(CCCO)nc2ccccc21 (centres undefined)
-5.0%	CCOC(=O)c1c(C)[nH]c(C)c1C(=O)COC(=O)[C@@H](NC(=O)c1ccco1)C(C)C
-7.0%[2.29 µM]	COc1ccc(S(=O)(=O)N2CCN(Cc3cccc(OC)c3OC)CC2)cc1
60.2%[activator]	COc1ccc(C2CC(c3cccc(F)c3)=NN2c2ccc(S(N)(=O)=O)cc2)cc1 (centres undefined)
4.5%	COc1cc(OC)cc(C(=O)OC(C)C(=O)NC2CCCc3ccccc32)c1 (centres undefined)
13.2%	Cc1ccc(OC(=O)c2ccncc2)c(C)c1
1.3%	COCCCn1c(=O)c2ccccc2n(Cc2cc(C(=O)OC)ccc2OC)c1=O
-9.9%	Oc1ccc(-c2csc(Nc3ccccn3)n2)cc1
6.2%	CC1CC(C)CN(C(=O)C2CCN(C(=O)Nc3ccccc3)CC2)C1 (centres undefined)

Additional results follow.
L3MBTL1 inh	structure
-7.6%	O=C(NNC(=O)c1cccc(C(F)(F)F)c1)c1ccc(-n2cnnn2)cc1
3.4%	O=C(COC(=O)CNC(=O)c1ccc(Cl)cc1Cl)NC1CCCCCCC1
-3.0%[2.29 µM]	COC(=O)c1ccc(N2C(=O)C3C4C=CC(CC4)C3C2=O)cc1 (centres undefined)
-0.6%	CC(C)NC(=O)N(C)C[C@H]1Oc2ccc(NC(=O)CCN3CCOCC3)cc2C(=O)N([C@H](C)CO)C[C@@H]1C
1.2%	COc1ccc(C(=O)NC(=S)N2CCCCC2c2cccnc2)cc1OC (centres undefined)
-5.3%	COc1cccc(N2CCN(C(=O)c3cn(Cc4ccccc4)nc3-c3cccnc3)CC2)c1
-0.4%	OCCC1CN(Cc2cccc(F)c2F)CCN1CCc1ccccc1 (centres undefined)
-2.1%	Cc1ccc(C(=O)N2CCN(c3ccc(N4CCOCC4)nn3)CC2)cc1
-8.9%	Cc1ccc2nc(SCC(=O)NCc3ccc4c(c3)OCO4)nc(=O)n2c1
2.9%	CNC(=O)C(C)N1c2cccc3cccc(c23)S1(=O)=O (centres undefined)
3.6%	O=C(NC1CCCCC1)c1cc2c(cc1Cl)N1CCCCCC1=NS2(=O)=O
-15.0%	CC(=O)OC[C@]12CC[C@H]3[C@@](C)(CC[C@H]4C(C)(C)CCC[C@]34C)[C@@H]1C[C@H](C1=CC(=O)O[C@@H]1OC(C)=O)O2
7.7%	Fc1ccc(-n2c(=S)[nH]c3cccnc32)cc1
-3.4%	CCOc1ccc(OCCC(=O)N(CC)CC(=O)Nc2ccccc2C(F)(F)F)cc1
2.8%	Cc1ccc(SCC(=O)NNC(=O)CCS(=O)(=O)c2ccc(C)cc2)cc1
5.6%	CS(=O)(=O)c1cccc(NC(=O)CSc2nnc3n2CCCCC3)c1
2.2%	C[C@H](CO)N1C[C@H](C)[C@@H](CN(C)S(C)(=O)=O)Oc2c(NC(=O)C3CC3)cccc2C1=O
-0.3%	Cc1cc(C)n2nc(C(=O)OCC(=O)N(C)CC(=O)Nc3ccc(F)cc3)nc2n1
0.6%	COc1cc(C[C@@H]2C(=O)OC[C@H]2Cc2ccc(OC)c(OC)c2)ccc1O
-10.1%	Cn1ccc2cc(-c3ccc4ncnc(NCc5cccnc5)c4c3)ccc21

Entries shown so far containing a tert-butyl group:
L3MBTL1 inh	structure
-2.3%	Cc1ccc(NC(=O)COc2ccc(N(C)C(=O)C(C)(C)C)cc2)cc1S(=O)(=O)N1CCCCC1
0.7%	CC(C)(C)[C@H]1COC(=O)CC/C=C\C[C@H](CC(=O)N(CCO)Cc2ccccc2)C(=O)N1
-0.2%	Cc1nc2c(cc1NC(=O)C(C)(C)C)nc(C)n2Cc1ccccc1

(listing goes on)
L3MBTL1 inh	structure
1.6%	COc1ccc(CNCc2ccc(F)cc2)c(OC)c1
-1.2%	Cc1ccc(S(=O)(=O)N2CCOCCOCCOCCOCCOCC2)cc1
-1.6%	Cc1cc(C(=O)N2CCN(c3ccccc3Cl)CC2)c(C)o1
4.2%	CCN(Cc1nc2cc(Cl)ccc2c(=O)[nH]1)C(=O)C1CC(=O)N(c2cccc3ccccc23)C1 (centres undefined)
1.4%	COc1ccc(S(=O)(=O)N2CCN(CC(=O)NCC3(N4CCOCC4)CCCCC3)CC2)cc1
-0.8%	CC(C)Cc1ccc(S(=O)(=O)NCC2CCCO2)cc1 (centres undefined)
-1.3%	O=C(C[C@H]1C/C=C\CC[C@H](Cc2ccc(F)cc2)C(=O)OC[C@@H](Cc2c[nH]c3ccccc23)NC1=O)NCCO
-1.8%[2.29 µM]	CCOC(=O)N1CCN(CCC(=O)Nc2cccc(Cl)c2C)CC1
26.1%	COC(=O)[C@@]12CCCCN1[C@H](c1ccc(-c3ccc(F)cc3)c(OC)c1)[C@H]1C(=O)N(C)C(=O)[C@H]12
-25.0%	CCC(CO)Oc1cc(NCc2ccccc2)c2ncn(C(C)C)c2c1 (centres undefined)
?	CCc1ccccc1N1CC(C(=O)Nc2cc(S(=O)(=O)N3CCCC3)ccc2Cl)CC1=O (centres undefined)
-4.7%	CCOc1ccc(NS(=O)(=O)c2cccc(C(=O)N(C)Cc3ccco3)c2)cc1
5.6%	CCCc1cc(=O)[nH]c(SCC(=O)Nc2oc(C)c3c(C)n[nH]c(=O)c23)n1
6.2%	CCCC(C)NC(=O)c1cc(S(=O)(=O)N2CCCCCC2)ccc1OC (centres undefined)
-8.9%	CCN1C(=O)[C@H]2[C@@H](c3ccc(-c4ccccc4)cc3)N3CCCC[C@@]3(C(=O)OC)[C@H]2C1=O
3.8%	CC[C@@H]1C/C=C\Cc2ccccc2[C@H](C(=O)C[C@H](O)CC(C)=O)OC1=O
-4.1%	O=C1C=C(c2ccc3ncccc3c2)C[C@@H](c2ccc3c(c2)OCO3)C1
-2.3%	CCN(C(=O)CSc1nnc(-c2ccc(OC)cc2)n1C(C)C)C1CCS(=O)(=O)C1 (centres undefined)
10.6%	O=C(Cc1ccccc1)Nc1ccc(NC(=O)c2cccnc2)cc1
-0.7%	O=C(O)c1cnn2c(-c3ccccc3)ccnc12

6 entries from above, arranged by their value in L3MBTL1 inh, largest number first:
structure	L3MBTL1 inh
O=C(Cc1ccccc1)Nc1ccc(NC(=O)c2cccnc2)cc1	10.6%
CCCc1cc(=O)[nH]c(SCC(=O)Nc2oc(C)c3c(C)n[nH]c(=O)c23)n1	5.6%
CC[C@@H]1C/C=C\Cc2ccccc2[C@H](C(=O)C[C@H](O)CC(C)=O)OC1=O	3.8%
O=C1C=C(c2ccc3ncccc3c2)C[C@@H](c2ccc3c(c2)OCO3)C1	-4.1%
CCOc1ccc(NS(=O)(=O)c2cccc(C(=O)N(C)Cc3ccco3)c2)cc1	-4.7%
CCN1C(=O)[C@H]2[C@@H](c3ccc(-c4ccccc4)cc3)N3CCCC[C@@]3(C(=O)OC)[C@H]2C1=O	-8.9%

Next section:
L3MBTL1 inh	structure
1.2%	COc1cc2[nH]c(=O)c(C(=O)NCc3ccc(F)cc3)c(O)c2cc1OC
-0.7%	COc1ccc(NC(=O)CN2CCOCC2)cc1S(=O)(=O)N1CCCCC1
4.6%	COc1ccc(NC(=O)C#Cc2ccccc2)cc1
-0.8%	C=CCN1/C(=C2/SC(=S)N(C)C2=O)Sc2ccccc21
-4.7%	Cc1cc(C)c(NC(=O)C(C)N2CCCCCC2)c(C)c1 (centres undefined)
-3.1%	O=C(CC1CCCC1)NNC(=O)c1ccc(F)cc1
-0.4%	CC1(CCc2ccccc2)NC(=O)N(CC(=O)Nc2ccc(OC(F)F)cc2)C1=O (centres undefined)
-1.0%	NS(=O)(=O)c1ccc(NC(=O)CSc2nc3ccccc3nc2N2CCOCC2)cc1
-1.8%	COc1ccc(S(=O)(=O)N2CN3CCN(C3)C2)cc1
5.5%	CCCCCCCNC(=O)C1(CC2CC(c3cccc(Br)c3)=NO2)CCNCC1 (centres undefined)
2.3%	COc1ccc(NC(=O)Cn2c(=O)oc3cc(S(=O)(=O)N4CCCC4)ccc32)cc1
0.2%	COC(=O)c1cc(S(=O)(=O)NCc2ccccc2)cn1C
-2.4%	Cc1ccc(-c2cn(CCN)c(-c3ccc(Cl)nc3)n2)cc1
-4.6%[2.29 µM]	COc1cc(N=Cc2c(O)c3ccccc3oc2=O)c(OC)cc1Cl
46.6%[activator]	Cc1cccc(NC(=O)CCN2C(=O)c3ccccc3S2(=O)=O)c1C
11.2%	Cc1nnc(SCC(=O)Nc2ccc(OC(F)F)c(Cl)c2)n(N)c1=O
8.4%	CCCNC(=O)c1nn2c(C(F)(F)F)cc(-c3ccccc3)nc2c1Br
-4.7%	C[C@]12c3[nH]c4ccc(Cl)cc4c3CCN1C(=O)[C@@H](CC(=O)NCCN1CCOCC1)C[C@@H]2C(=O)N1CCCCC1
-2.1%	O=[N+]([O-])c1ccc(NCCN2CCOCC2)c([N+](=O)[O-])c1
2.0%	O=C(COc1ccc([N+](=O)[O-])cc1Cl)NCCN1C(=O)CSC1=O
0.1%	Cc1ccc(F)cc1NC(=O)CSc1n[nH]c(N)n1
-2.0%	CCc1ccc(NC(=O)CSc2nc(=O)n(CCCN3CCOCC3)c3c2CCCC3)cc1
1.1%[2.29 µM]	CN1CCN(c2nc3c(c(=O)n(C)c(=O)n3C)n2Cc2ccccc2)CC1
7.1%	CC1(C)CC2CC(C)(CN2S(=O)(=O)c2cccc(C(=O)O)c2)C1 (centres undefined)

Only part of the results is shown; count on the stated rates, not on these rows.
